Assay outcomes from PubChem.
RXFP1 antagonist – antagonists of human relaxin receptor RXFP1. Q9HBX9. HEK293-RXFP1, relaxin-stimulated cAMP HTRF, 30 min; active compounds read low. activity change, negative = inhibition, % at 57.5 µM. hit rate 0.59% among 350,000;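 active = activity change of -60% or lower, but not beyond a set lower limit; inconclusive = change between -60% and -40%, or beyond the set limit; inactive = change above -40%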; also: % is scaled to controls: 0 for no effect and ±100 for the full control effect
Target sequence (Q9HBX9 whole entry, looked up): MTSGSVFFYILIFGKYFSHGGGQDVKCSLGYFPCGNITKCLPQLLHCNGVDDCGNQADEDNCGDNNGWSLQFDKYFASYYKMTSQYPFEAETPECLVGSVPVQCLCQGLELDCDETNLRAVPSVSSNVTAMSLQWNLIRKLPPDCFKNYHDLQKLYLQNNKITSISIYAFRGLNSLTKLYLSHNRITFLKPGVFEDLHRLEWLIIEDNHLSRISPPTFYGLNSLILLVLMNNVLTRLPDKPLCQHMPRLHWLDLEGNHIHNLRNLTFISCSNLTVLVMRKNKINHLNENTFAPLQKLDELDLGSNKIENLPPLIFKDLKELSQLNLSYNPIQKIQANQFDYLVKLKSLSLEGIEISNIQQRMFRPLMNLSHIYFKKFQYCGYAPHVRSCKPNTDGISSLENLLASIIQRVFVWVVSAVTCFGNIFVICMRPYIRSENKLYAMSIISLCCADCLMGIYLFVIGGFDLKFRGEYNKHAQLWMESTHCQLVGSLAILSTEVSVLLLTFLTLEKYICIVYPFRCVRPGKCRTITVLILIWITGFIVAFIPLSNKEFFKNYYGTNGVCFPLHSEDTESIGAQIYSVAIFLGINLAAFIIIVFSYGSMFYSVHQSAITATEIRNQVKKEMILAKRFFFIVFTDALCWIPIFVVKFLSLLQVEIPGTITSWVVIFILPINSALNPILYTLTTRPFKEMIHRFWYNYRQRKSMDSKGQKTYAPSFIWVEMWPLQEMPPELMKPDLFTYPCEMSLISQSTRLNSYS
D1 agonist – agonists of human D1 dopamine receptor. P21728. HEK293 T-REx D1 cells, calcium flux, agonist mode. activation, % at 2 µM. hit rate 1% among 360,000. AID 504660; in the data active = activation above about 30%; also: 0% is about no effect
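Tetracycline-induced HEK293 TREx D1 cells, force-coupled to calcium signalling, were dye-loaded with a no-wash calcium kit. Compound was pin-added after a 10 s baseline. Fluorescence was read kinetically at 1 cycle/s for 180 s, with calcium rises flagged as agonism.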
D2 PAM – positive allosteric modulators of human D2 dopamine receptor; hit rate 0.34% among 340,000; P14416; potentiation, % at 10 µM; HEK293 T-REx D2, calcium flux, EC20 dopamine potentiation; AID 485347;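 active = potentiation over 3 SD above the plate norm, cut at about 30% in these data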; also: 0% is about no effect
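Tetracycline-induced Hek293 Trex D2 cells, force-coupled to calcium, loaded with no-wash calcium dye. Compound added with 180 s kinetic read for agonism, then EC20 dopamine and a further 180 s read for potentiation.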
Apoferritin bind – binds horse apoferritin like a general anesthetic. P02791. apoferritin/1-aminoanthracene competitive binding, fluorescence. Potency, µM (series often up to 77.5 µM), for the others: top-dose activity change, negative = displacement, usual class: inhibitors. hit rate 0.074% among 350,000. AID 485281; also: potency is read from the fitted curve at half-maximal effect; % is scaled to controls: 0 for no effect and ±100 for the full control effect; nearly all actives have a fitted effect of over 20% in size
Target sequence (P02791 2-175 limits assumed): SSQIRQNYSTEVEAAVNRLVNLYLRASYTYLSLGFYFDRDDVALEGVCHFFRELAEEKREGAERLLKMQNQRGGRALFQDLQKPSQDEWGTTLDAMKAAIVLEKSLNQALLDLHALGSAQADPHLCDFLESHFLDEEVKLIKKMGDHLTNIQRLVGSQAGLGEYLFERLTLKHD
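Horse-spleen apoferritin (10 uM) in 50% saturated 1-aminoanthracene in PBS was incubated 10 min at room temperature with compound. Fluorescence (ex 380, em 535 nm) was normalized to free and bound 1-AMA, with concentration-response fitted by a four-parameter Hill equation.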
TRHR enhancer – allosterically enhances the human TRH receptor; P34981; TRHR cells, fluo-8 calcium fluorescence, EC20 TRH enhancement; enhancement, % at 2 µM; hit rate 0.66% among 360,000; AID 493056; in the data active = enhancement above about 30%; also: 0% is about no effect
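TRHR-expressing cells loaded with fluo-8 calcium dye were read kinetically (ex 480/em 530) during compound addition, then stimulated with an EC20 of TRH (10 nM final). Enhancement of the Gq-mediated intracellular calcium response was scored.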
RXFP1 ag – activates the human relaxin receptor RXFP1; Q9HBX9; Potency, µM (titrated, usually from 57.5 µM), for inactives: at the highest dose activation, hits mostly activators; hit rate 0.3% among 370,000; HEK293T-RXFP1 cAMP TR-FRET, 30 min; response scale: percent of porcine relaxin response, buffer zero; also: potency is read from the fitted curve at half-maximal effect; % is scaled to controls: 0 for no effect and ±100 for the full control effect; nearly all actives have a fitted effect of over 60% in size; many of its hits are not listed in these tables
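HEK293T cells stably expressing RXFP1 were pretreated with the PDE4 inhibitor Ro 20174, exposed to compounds for 30 min at 37C, lysed, and cAMP was read by TR-FRET. Data normalized to buffer (basal) and 29 nM porcine relaxin (100%).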
D1 antag – antagonists of human D1 dopamine receptor; P21728; HEK293 TREx D1 cells, calcium flux, dopamine EC80; active compounds read low; activity change, negative = inhibition, % at 10 µM; hit rate 3.2% among 360,000; in the data active = activity change below about -30%; also: % is scaled to controls: 0 for no effect and ±100 for the full control effect
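HEK293 T-REx cells expressing inducible, force-coupled D1 receptor; no-wash Ca dye, 30–90 min RT. Cmpd → 180 s read at 1 Hz → EC80 DA → 180 s read.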
D1 PAM – potentiators of human D1 dopamine receptor; P21728; HEK293 TREx D1 cells, calcium flux, dopamine EC20 potentiation; potentiation, % at 10 µM; hit rate 0.036% among 360,000; in the data active = potentiation above about 30%; also: 0% is about no effect
TRHR agonist – activates the human TRH receptor. P34981. TRHR cells, calcium flux fluo-8, FDSS agonist mode. activation, % at 2 µM. AID 493084. hit rate 0.18% among 360,000; in the data active = activation above about 30%; also: 0% is about no effect
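Fluo-8-loaded TRHR cells; 10 s baseline, compound added, kinetic Ca2+ fluorescence read 1/s, agonist mode.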
* = called active by the depositor; ? = inconclusive; / = no result given; & = joins results of further samples; [ ] = dose if it differs, or a comment. Unless noted, calls follow the shape of the dose curve; as a rule, active = well fitted curve in the direction sought with a large enough effect; inconclusive = small, poorly fitted or top-dose-only effect, or another doubt; inactive = no such curve, though single readings can be large; an effect the other way counts as inactive or inconclusive.

Start of the listing, in advance (two entries):
Structure,RXFP1 antagonist,D1 agonist,D2 PAM,Apoferritin bind,TRHR enhancer,RXFP1 ag,D1 antag,D1 PAM,TRHR agonist
COc1ccc(C(C(=O)NC2CCCC2)N2CCc3ccccc32)cc1 (stereo unspecified),/,-1,1,-7%,-1,7.1%,-12,-5,0.1
CC(C)(C)CC(=O)Nc1cccc(-c2cn3cccnc3n2)c1,-5,0,-1,1%,-4,7.7%,-9,4,0.4

Main list, from the first entry:
Structure,RXFP1 antagonist,D1 agonist,D2 PAM,Apoferritin bind,TRHR enhancer,RXFP1 ag,D1 antag,D1 PAM,TRHR agonist
COc1ccc(C(C(=O)NC2CCCC2)N2CCc3ccccc32)cc1 (stereo unspecified),/,-1,1,-7%,-1,7.1%,-12,-5,0.1
CC(C)(C)CC(=O)Nc1cccc(-c2cn3cccnc3n2)c1,-5,0,-1,1%,-4,7.7%,-9,4,0.4
O=C1OCCN1CCNCc1cn(-c2ccc(F)cc2)nc1-c1ccccc1Cl,4,1,-13,-11%,4,1.3%,-3,-7,1.0
N[C@@H](Cc1ccccc1)C(=O)N1CCC(C(=O)NCC(=O)NCC(=O)O)CC1,0,2,-10,8%,5,0.5%,19,-5,0.7
COCCN(C(=O)Cc1cccs1)C(C(=O)NC1CCCC1)c1ccc(OC)c(OC)c1 (stereo unspecified),-5,0,2,-4%,0,2.8%,-16,-3,1.4
Cc1ccccc1Nc1c(-c2cccnc2)nc2ccccn12,1,0,3,1%,4,2.5%,6,2,-1.8
COC(=O)c1ccc(N2CCN(C)CC2)c(NC(=O)COc2ccccc2Cl)c1,-3,6,6,-2%,6,1.5%,-14,-6,-1.4
C/C(=N/NS(C)(=O)=O)c1ccc2ccccc2c1,-8,0,-8,?,2,-0.7%,7,-8,-0.3
O=C1CSCN1c1ccc(Cl)c(Cl)c1,17,3,12,-24%,-7,-0.6%,-1,-6,0.5
CCOc1ccccc1CN1CCNC(=O)C1CC(=O)NCc1nccn1CC (stereo unspecified),-6,3,4,-6%,-2,-2.5%,-9,-1,0.7
Cc1nc2nc(C)c(CCC(=O)Nc3ccc4c(c3)OCO4)c(C)n2n1,-3,2,-5,-13%,17,4.3%,-6,-3,0.3
COc1cc(C(=O)N(Cc2ccc(C)o2)C2CCS(=O)(=O)C2)cc(OC)c1OC (stereo unspecified),-6,2,-6,-3%,-3,4.3%,27,-6,0.1
COc1ccc(S(=O)(=O)NCC(c2ccco2)N2CCc3ccccc32)cc1 (stereo unspecified),-23,-1,-6,/,2,0.9%,-4,-5,-1.2
CS(=O)(=O)N(CC(=O)Nc1ccc2c(c1)OCO2)c1ccccc1,0,1,10,-12%,-3,3.1%,-14,-4,0.0
CCn1c2ccccc2c2cc(NC(=O)c3ccc(Br)o3)ccc21,-23,6,0,?,-1,1.2%,-12,0,5.7
COc1cc(C2C(C(C)=O)=C(C)Nc3ncnn32)ccc1O (stereo unspecified),-6,1,-3,-7%,-3,-0.1%,18,-4,0.2
COc1ccc(CC(=O)Nc2cccc3ncccc23)cc1OC,-1,0,/,-4%,-2,2.0%,2,-4,0.6
COc1ccc(/C=C/c2ccc3c(Br)ccc(O)c3n2)cc1,9,3,1,-6%,0,3.6%,27,6,1.5
C[C@H](NC(=O)[C@@H]1Cc2ccccc2CN1C(=O)OC(C)(C)C)C(=O)NCC1CCCO1 (stereo partly specified),7,-1,-4,-5%,-6,-0.1%,-7,-7,-0.2
COc1ccc(-c2cc(C(F)(F)F)c(C#N)c(SCC(=O)Nc3ccc(F)cc3)n2)cc1,0,10,5,100%[activator],1,?,7,-4,5.3
CCOC(=O)c1cccc(NC(=O)c2cccs2)c1,-1,1,6,-16%,-7,-0.2%,-9,-5,0.4
CCOc1ccccc1N1CCN(C(=O)Nc2cccc(Cl)c2)CC1,6,12,-17,-18%,8,1.0%,-12,-5,1.2
O=C(Nc1ccccc1F)c1cc(S(=O)(=O)N2CCOCC2)cs1,4,0,2,-11%,-4,0.5%,-3,-3,0.8
CC1=C(C)CC(C(=O)NCc2c(F)cccc2Cl)C(C(=O)O)C1 (stereo unspecified),5,2,-1,-1%,-9,0.6%,4,3,1.8
Cc1ccc(CNC(=O)CCc2nnc3ccc(N4CCC5(CC4)OCCO5)nn23)cc1,16,2,7,-7%,5,18µM*,16,0,0.0
CC(NC(=O)/C(=C\c1cccc([N+](=O)[O-])c1)NC(=O)c1ccco1)C(=O)O (stereo unspecified),-5,-1,9,?,12,2.3%,0,1,-0.1
CCN(CC)C(=O)[C@]1(c2ccccc2)C[C@@H]1CN,/,0,-3,3%&-4%,4,-0.7%,-17,-3,0.0
O=C(CN1CCSCC1)N1CCc2[nH]c3ccc(Br)cc3c2C1,/,11,5,-7%,0,1.3%,-8,1,0.3
COc1cc2c(cc1OC)CN(C(=O)c1cc(C3CC3)nn1-c1ccccc1)CC2,-7,2,18,/,2,2.4%,-23,3,-0.9
CCOc1ccc(Oc2cc(N)cc([N+](=O)[O-])c2)cc1,-9,2,2,-9%,-3,4.3%,-25,-5,0.4
CC(=O)Nc1ccc(S(=O)(=O)Nc2ccc(S(=O)(=O)Nc3ncccn3)cc2)cc1,2,0,/,6%,4,-0.1%,13,-8,0.4
CCNC(=S)/N=C(/Nc1ccccc1)Nc1nc(C)cc(C)n1,-12,1,-4,0%,-3,2.3%,0,4,-0.3
Cc1cc(OCC(=O)NCC(O)c2ccccc2)c2c(C)cc(=O)oc2c1 (stereo unspecified),15,1,1,-13%,-4,0.4%,-13,-1,-0.2
Cc1nc2ccccc2c(C)c1CC(=O)N(C)CC(=O)Nc1cccc(F)c1,-22,1,-9,/,9,1.1%,3,-1,0.3
CCOc1ccc(C(=O)COC(=O)C2CCN(c3ccc(C(F)(F)F)cn3)CC2)cc1,-7,3,6,/,-1,0.8%,4,5,0.6
Cn1c(=O)c2c(ncn2CCC(=O)N/N=C/c2cccnc2)n(C)c1=O,5,1,0,-12%,-2,16µM*,-3,-3,0.5
O=C1NC(=O)C(CC(=O)N(Cc2ccco2)C2(C(=O)NC3CCCCC3)CCCCC2)N1 (stereo unspecified),4,3,8,-5%,-7,-1.3%,15,-5,0.6
O=c1c2c(nc3nc(SCc4ccccc4)[nH]n13)CCC2,-11,0,-7,-7%,-7,-0.8%,2,0,0.1
COc1cc(Cl)c(C)cc1NC(=O)c1cc2c(=O)oc3ccccc3c2s1,/,2,22,10%,0,-1.1%,5,1,-0.6
CCn1c(-c2ccc(C)cc2)n[nH]c1=S,-15,0,2,-4%,12,0.1%,-17,-10,-0.5

Individual results from the results shown:
Under Apoferritin bind, O=C1NC(=O)C(CC(=O)N(Cc2ccco2)C2(C(=O)NC3CCCCC3)CCCCC2)N1 (stereo unspecified) is entered as -5%
Under D2 PAM, CCn1c(-c2ccc(C)cc2)n[nH]c1=S is entered as 2

Remaining list, next part:
Structure,RXFP1 antagonist,D1 agonist,D2 PAM,Apoferritin bind,TRHR enhancer,RXFP1 ag,D1 antag,D1 PAM,TRHR agonist
COc1cccc(OCCOCC(O)CN2CCN(Cc3ccc(Cl)cc3)CC2)c1 (stereo unspecified),1,10,-24,5%,-9,-0.1%,13,-6,0.1
CCOC(=O)c1cc2c(nc1N)CC(C)(C)OC2,-23,0,25,-7%,1,0.9%,-21,-7,0.0
CCOc1ccc(-n2cc(C(=O)Nc3ccc(Cl)cn3)c3cc(OC)c(OC)cc3c2=O)cc1,14,0,5,6%,-3,0.6%,-18,12,-0.6
O=C(COc1ccc(S(=O)(=O)NCc2ccccc2)cc1Cl)NCC1CCCO1 (stereo unspecified),-9,6,-1,-21%,-5,0.2%,-19,-2,-0.9
Cc1nn2c([nH]c(=O)c3ccccc32)c1C=O,0,1,-4,-11%,6,0.6%,-7,-1,-0.3
C=CCOCCn1[nH]c2ccccc2c1=O,/,1,-20,/,-1,0.2%,7,-4,0.0
COc1cccc(CNC(=O)c2ccc3nc(-c4ccc(F)cc4)c(-c4ccc(F)cc4)nc3c2)c1,-16,5,/,106%[activator],1,1.0%,15,-2,0.8
COc1ccc(N(CC(=O)Nc2cccc(F)c2)S(=O)(=O)c2c(C)[nH]c(=O)[nH]c2=O)cc1,-11,2,-4,-12%,-4,-3.6%,18,-1,1.3
Cc1csc2ncnc(N3CCN(C(=S)Nc4ccc(F)cc4F)CC3)c12,-12,10,/,-12%,1,6.4%,-36*,-5,-0.9
Cc1cc(F)ccc1NC(=O)Cn1c(=O)ccc2cc(S(=O)(=O)N3CCC(C)CC3)ccc21,-6,-1,0,-15%,1,2.1%,10,-1,1.8
COc1ccc(NC(=S)NC(NC(=O)c2cccc3ccccc23)C(Cl)(Cl)Cl)c([N+](=O)[O-])c1 (stereo unspecified),5,0,10,?,5,-0.3%,-1,11,0.2
COc1ccc2cc1Oc1ccc(cc1)C[C@H]1c3cc(c(OC)cc3CCN1C)Oc1c(O)c(OC)cc3c1[C@H](C2)N(C)CC3,/,5,-3,-3%,-1,0.0%,-28,-7,0.8

An excerpt; rates above refer to the full screens.
